Screening data deposited in PubChem by several laboratories.
TLR9-MyD88 inh: TLR9-MyD88 interaction inhibition | AID 504734 | 340,000 compounds, 0.21% hits | CHO BLA complementation TLR9-MyD88, CCF4 FRET ratio | inhibition, % at 4.98 µM | Q9NR96+Q99836;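 active = inhibition above the mean over all tested compounds plus 3 SD, cut at about 21% in these data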;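 also: 0% = DMSO only wells and 100% = clavulanate BLA inhibitor control wells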
MC4R antagonist: blocks human MC4R cAMP signaling | P32245 | MC4R-expressing cells, MTII-stimulated cAMP, LANCE TR-FRET | inhibition, % at 6.5 µM | 360,000 compounds, 0.48% hits;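 active = inhibition above its plate's cutoff, the mean of tested wells on that plate plus 3 SD, cut at about 29% in these data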;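 also: 0% = Melanotan II alone and 100% = Melanotan II plus saturating MCL0020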
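System: U2OS-MC4R stable cell line; Technique: Eu-cAMP/anti-cAMP TR-FRET, emission 671 nm; Repeats: single well per compound; Also added: Melanotan II; Dosing: one concentration, 6.5 µM nominal; Schedule: 30-min compound, 1-h challenge, 1-h detection, room temperature.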
Glyco luc inh: blocks N-linked glycosylation in D54 reporter cells; reporter increase, % at 12.5 µM; D54 ERlucT glycosylation luciferase reporter, 24 h; percent of 100 nM tunicamycin response; 360,000 compounds, 0.23% hits;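 active = mean luciferase reporter signal, scaled so untreated is 0 and the glycosylation-blocking control 100, at or above a set limit in every replicate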;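 also: luciferase carries N-glycosylation sites so blocking glycosylation raises the light; 0% = median of neutral control wells and 100% = median of 100 nM tunicamycin wells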
NOD2 RIPK2 PPI: blocks binding of human NOD2 to RIPK2 | inhibition, % at 4.98 µM | 360,000 compounds, 0.38% hits | CHO BLA complementation NOD2-RIPK2, CCF4 ratio | O43353; in the data active = inhibition above about 21%;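 also: 0% = vehicle only and 100% = reference blocker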
ABCB6 inh MLPCN: human ABCB6 transporter inhibition. Q9NP58. K562-ABCB6 porphyrin accumulation, flow cytometry, 1 h; stronger effect = lower value. fluorescence ratio to DMSO, % at 10 µM. 360,000 compounds, 0.19% hits;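 active = fluorescence ratio to DMSO below 75%, the collection mean minus 3 SD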;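 also: signal is porphyrin accumulated inside mitochondria; 100% equals median channel fluorescence of DMSO control wells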
SRC2 inh: inhibits human steroid receptor coactivator 2. Q15596. 370,000 compounds, 0.17% hits. HEK293 GAL4-SRC2 luciferase reporter, luminescence. inhibition, % at 9 µM;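 active = inhibition above the mean inhibition of all tested compounds plus 3 SD, set per campaign, cut at about 52% in these data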;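 also: 0% = DMSO treated cells and 100% = cells given Gossypol at 36 µM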
Target sequence (Q15596 whole entry, looked up, the tested form may be a part): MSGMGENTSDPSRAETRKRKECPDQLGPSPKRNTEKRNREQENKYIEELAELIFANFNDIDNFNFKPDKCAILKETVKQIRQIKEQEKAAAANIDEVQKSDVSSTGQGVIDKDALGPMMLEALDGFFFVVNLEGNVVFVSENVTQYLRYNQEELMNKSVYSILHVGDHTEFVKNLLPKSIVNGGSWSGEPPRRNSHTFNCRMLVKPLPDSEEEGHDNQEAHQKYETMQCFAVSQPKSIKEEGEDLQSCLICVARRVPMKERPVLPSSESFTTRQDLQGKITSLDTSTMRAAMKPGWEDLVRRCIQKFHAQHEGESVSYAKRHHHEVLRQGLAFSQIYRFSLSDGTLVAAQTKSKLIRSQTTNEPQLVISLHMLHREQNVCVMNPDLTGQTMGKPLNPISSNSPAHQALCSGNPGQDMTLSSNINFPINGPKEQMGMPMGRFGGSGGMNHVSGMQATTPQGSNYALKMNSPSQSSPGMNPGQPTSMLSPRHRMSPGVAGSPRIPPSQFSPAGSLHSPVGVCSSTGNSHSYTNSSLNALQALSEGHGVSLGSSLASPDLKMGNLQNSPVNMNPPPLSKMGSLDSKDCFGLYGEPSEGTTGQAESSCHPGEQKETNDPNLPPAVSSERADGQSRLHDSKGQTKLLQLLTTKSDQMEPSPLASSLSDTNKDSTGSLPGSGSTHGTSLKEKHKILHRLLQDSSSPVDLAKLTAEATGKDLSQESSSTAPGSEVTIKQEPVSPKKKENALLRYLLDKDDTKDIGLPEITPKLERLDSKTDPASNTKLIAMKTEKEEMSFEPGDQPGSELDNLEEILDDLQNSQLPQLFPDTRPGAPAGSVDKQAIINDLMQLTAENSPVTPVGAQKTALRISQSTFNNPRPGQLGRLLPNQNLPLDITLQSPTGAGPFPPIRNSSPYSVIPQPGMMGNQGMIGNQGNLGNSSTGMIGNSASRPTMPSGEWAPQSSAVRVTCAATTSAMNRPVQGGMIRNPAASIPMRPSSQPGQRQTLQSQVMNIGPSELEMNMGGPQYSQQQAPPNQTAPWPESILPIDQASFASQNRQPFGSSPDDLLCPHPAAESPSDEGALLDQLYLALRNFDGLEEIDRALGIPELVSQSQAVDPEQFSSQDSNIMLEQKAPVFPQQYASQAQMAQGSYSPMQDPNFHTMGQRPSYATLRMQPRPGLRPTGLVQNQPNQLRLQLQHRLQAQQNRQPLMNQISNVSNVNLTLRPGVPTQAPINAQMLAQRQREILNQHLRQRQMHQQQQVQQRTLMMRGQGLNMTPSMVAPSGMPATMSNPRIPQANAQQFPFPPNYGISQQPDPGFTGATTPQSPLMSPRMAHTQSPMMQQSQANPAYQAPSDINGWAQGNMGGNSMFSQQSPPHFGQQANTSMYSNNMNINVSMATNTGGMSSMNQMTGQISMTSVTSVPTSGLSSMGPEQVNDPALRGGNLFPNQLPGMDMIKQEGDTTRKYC
ABHD5-PLIN5 inh: blocks binding of human ABHD5 to perilipin-5; Split G. princeps luciferase complementation, luminescence, 4 h; 360,000 compounds, 0.78% hits; inhibition, % at 4 µM; AID 602281;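 active = inhibition above the mean inhibition across every tested compound plus 3 SD, cut at about 22% in these data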;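 also: 0% = DMSO only wells and the 100% control is not disclosed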
MC4R ag barr: activates human MC4R beta-arrestin recruitment; 360,000 compounds, 0.98% hits; activation, % at 8.9 µM; U2OS MC4R beta-arrestin complementation, luminescence; percent of melanotan II response, DMSO zero; P32245;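 active = activation above a per-plate cutoff, the mean activation of sample wells on that plate plus 3 SD, cut at about 8% in these data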
HTR2A ag: agonists of mouse serotonin 5-HT2A receptor (HTR2A) | activation, % at 7.6 µM | CHO-K1 mHTR2A beta-arrestin complementation, luminescence; percent of 30 µM serotonin response | AID 624169 | P35363 | 360,000 compounds, 0.66% hits;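 active = activation above a run cutoff, the mean activation of all tested compounds plus 3 SD, cut at about 14% in these data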;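 also: 0% = plate median of compound wells and 100% = 30 µM serotonin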
Cardio protect: myocardial damage modulation in H9c2 cells. protection from H2O2 cell death, % at 20 µM. 360,000 compounds, 0.63% hits. AID 588492. H9c2 cardiomyocytes, H2O2 injury protection, ATPLite, 2 h;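 active = compounds giving at least 50% protection of heart cells from peroxide-induced death in the single-dose screen, raw or plate-pattern-corrected value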;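 also: 0% = DMSO wells with peroxide and 100% = DMSO wells without peroxide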
An asterisk follows results filed as active; . = no result given. Some of the compounds tested; count on the stated rates, not on these rows.

Compound	TLR9-MyD88 inh	MC4R antagonist	Glyco luc inh	NOD2 RIPK2 PPI	ABCB6 inh MLPCN	SRC2 inh	ABHD5-PLIN5 inh	MC4R ag barr	HTR2A ag	Cardio protect
CCCn1c(CNc2ccc(Br)cc2)nc2ccccc21	-7	4	-5	0	106	3	-8	3.3	-3	-28
Cc1ccc(C(=O)N2CCN(c3ccccc3F)CC2)cc1NC1=NC2CS(=O)(=O)CC2S1 (stereo not given)	-6	11	2	4	104	-23	7	-1.8	-11	3
N#Cc1ccc(OCC(=O)N(C2CCCCC2)C2CCS(=O)(=O)C2)cc1 (stereo not given)	-5	6	-1	-4	100	-20	1	0.4	2	2
CCCc1nnc(NC(=O)c2cc3ccccc3o2)s1	-6	9	-3	-6	132	-20	-4	-2.1	8	-6
Cc1cccnc1C(NC(=O)C1CCN(CCOc2ccc(Cl)cc2Cl)CC1)c1ccc(Cl)cc1 (stereo not given)	.	3	-3	-18	93	24	1	34*	-10	-11
COCCNC(=O)CSc1nc2ccccc2c(=O)n1CCCC(=O)NCc1ccccc1	4	10	2	-3	98	12	2	-2.8	1	10
COc1ccccc1N(Cc1ccccc1)S(=O)(=O)c1cccc(C(=O)Nc2ccccn2)c1	-4	15	-12	-17	95	-54	-9	-2.4	1	-3
O=C(NC1CCCCC1)C(c1ccco1)N(CCc1ccccc1)C(=O)C(F)(F)F (stereo not given)	-20	4	-2	6	97	-30	4	2.1	2	-4
S=C(Nc1cc(Cl)ccc1Oc1ccccc1)N1CCN(c2ccccn2)CC1	0	2	1	-1	97	-18	2	0.0	5	-3
C=CCNC(=O)NC(=O)COC(=O)CNS(=O)(=O)c1ccc(F)c(F)c1F	14	2	-1	0	104	-12	-2	-1.8	6	18
OCCN(CCO)c1nc(-c2ccccc2)nc2c1oc1ccccc12	1	13	1	9	100	-9	5	-2.4	-4	7
COc1ccccc1NC(=O)CCc1nnc2ccc(N3CCCCC3)nn12	-2	5	2	-10	101	3	1	-2.1	-1	4
Cc1sc2nc(CSC(C)C(=O)Nc3cc(S(C)(=O)=O)ccc3Cl)[nH]c(=O)c2c1C (stereo not given)	4	20	0	-3	105	-11	11	-0.6	-3	6
CC(c1nnnn1C1CCCCC1)N(Cc1ccccc1)Cc1cccnc1 (stereo not given)	-1	-3	-3	9	102	15	3	0.8	4	5
Cc1ccc2nc(C)cc(N/N=C/c3ccccc3O)c2c1	0	8	1	0	98	-23	8	2.8	1	33
Cc1cc(OCC(=O)N2CCN(c3ccc(F)cc3)CC2)c2c(C)cc(=O)oc2c1	6	2	-8	-3	92	11	7	-1.1	3	-1
CCCCC(=O)Nc1ccc(C(=O)Nc2nc(CC(=O)OCC)cs2)cc1	3	10	0	-5	103	-5	-1	-0.9	1	18
CC1CCCN(C(=O)c2ccc(OC3CCN(CCc4ccccc4)CC3)cc2)C1 (stereo not given)	1	-2	-2	-9	101	17	4	-2.6	-13	-6
COc1cc(C(C)=NNC(=O)c2ccncc2)ccc1O	-7	11	0	-13	98	-6	-1	-2.2	-5	0
OC(Cc1cccnc1)(Cc1cccnc1)c1cc2ccccc2[nH]1	-14	-1	2	-10	97	8	6	-0.6	4	6
Nc1nnc(SCC(=O)Nc2ccccc2)s1	5	-5	0	-13	93	-10	-4	-1.2	-1	11
CCOC(=O)c1[nH]c2ccc(OC)cc2c1NC(=O)c1ccc(OC)c(OC)c1	-8	8	5	5	94	9	1	-1.7	2	25
CC(=O)Nc1c(-c2ccccc2)nc2ccc(Cl)cn12	6	25	3	3	96	-1	-2	1.0	-1	1
O=C(C1CCC(CNS(=O)(=O)c2cccs2)CC1)N1CCN(c2ccc(Cl)cc2)CC1 (stereo not given)	-1	16	-9	-3	89	14	0	1.6	6	-13
O=C(COC(=O)COc1ccccc1Cc1ccccc1)Nc1cccnc1Cl	-4	3	1	-3	96	-5	-8	-0.7	2	3
CCCCN1C(=O)C(CC(=O)NC2CCCCC2)CC(C(=O)N(CC)CC)=C1C (stereo not given)	-3	6	1	9	99	-16	-1	0.3	-1	-4
Cc1ccccc1C(=O)Nc1ccc2c(c1)OCCO2	2	1	-17	5	101	-36	-2	-1.8	-4	-21
O=C(NNC(=O)C12CC3CC(CC(C3)C1)C2)c1ccncc1	-1	20	0	-4	99	-4	1	1.5	-2	7
CN(C)c1ccc(/C=N\Nc2ccccn2)cc1	-1	3	-12	-1	99	-88	3	0.1	-2	-14
CC(=O)Nc1ccccc1Oc1ccccc1	3	9	0	-8	106	10	0	-2.5	2	4
C#CCSc1nnc(-c2cc3c(C(F)(F)F)nn(C)c3s2)n1C	-2	6	3	11	98	-5	4	-1.1	4	1
CCOc1ccc(Cl)cc1S(=O)(=O)n1cnc2cc(C)c(C)cc21	0	-4	-1	-10	101	-8	5	-1.6	2	7
CN(C)CCCNCC(=O)c1c(-c2ccccc2)n(C)c2ccccc12	-10	-1	2	12	100	-4	21	-0.9	-9	2
C=CCN1CCS(=O)(=O)N(Cc2ccccc2)[C@@H](C(C)C)C1=O	-6	-2	1	-9	97	-2	8	0.5	5	0
O=Cc1cn(CCOc2ccccc2)c2ccccc12	9	3	0	0	129	-18	3	-0.2	-9	-8
Cc1ccc(Nc2ncnc3nc[nH]c23)cc1Cl	-4	-5	-4	2	99	-30	-6	-2.6	3	-20
CC1CCCCN1CC(=O)Nc1ccc2c(c1)OC(F)(F)O2 (stereo not given)	1	-5	-1	-8	103	7	7	5.2	-1	3
COc1ccc(OCC(=O)NNC(=O)Cn2c(=O)cnc3ccccc32)cc1	-8	9	0	11	99	-22	-2	0.3	3	0
CCn1nnc(NC(=O)c2cccnc2Cl)n1	2	-1	1	-1	96	-4	-3	-1.4	2	3
CSc1ccc(C(=O)C2CCCN(Cc3cccn3-c3cccnc3)C2)cc1 (stereo not given)	-4	-2	-5	4	87	11	-1	1.8	-11	-26
CCCCOC(=O)Nc1ccc(S(=O)(=O)Nc2onc(C)c2C)cc1	-12	16	2	-3	105	0	-1	-1.0	-3	-5
Cc1cc(Cl)ccc1C(=O)C1CCCN(C(=O)c2ccoc2)C1 (stereo not given)	-2	19	-3	-1	89	14	-3	0.0	1	1
Cn1cccc1Cc1nnc(SCC(=O)Nc2ccc3c(c2)OCCO3)n1-c1ccc(F)cc1	-2	7	0	-1	100	5	11	-0.2	5	9
CCN(CC(=O)Nc1ccc(Br)cc1F)CC(=O)NC1CCS(=O)(=O)C1 (stereo not given)	-9	2	1	-11	95	-7	-3	-1.3	-2	-7
O=C1c2ccccc2C(Nc2ccc(F)c(Cl)c2)N1c1ccccn1 (stereo not given)	-6	7	-2	-9	100	-7	-4	7.7	3	-1
CCOC(=O)C(CCC(=O)O)(CCC(C)C)c1csc(N)n1 (stereo not given)	-3	7	-1	5	97	9	-1	-2.1	3	5
Cc1nnc(SCC(=O)Nc2cccc(S(N)(=O)=O)c2)n1-c1ccccc1	1	2	2	-7	104	17	0	1.4	6	3
O=C(NCCS(=O)(=O)N1CCCCC1)c1ccc2c(c1)OCO2	6	0	2	-4	92	-6	1	-0.3	0	2
O=c1c(-c2nc3ccccc3s2)cccn1Cc1ccc(Cl)cc1	-23	11	3	-11	96	-40	5	2.2	4	-10
O=C(COC(=O)C1CC1)Nc1ccc(Cl)cn1	-1	5	2	7	101	3	-4	-0.8	1	6

More records.
Compound	TLR9-MyD88 inh	MC4R antagonist	Glyco luc inh	NOD2 RIPK2 PPI	ABCB6 inh MLPCN	SRC2 inh	ABHD5-PLIN5 inh	MC4R ag barr	HTR2A ag	Cardio protect
Cc1nc(N(C)C2CCCCC2)c2nnn(Cc3ccc(F)cc3)c2n1	1	13	-2	1	98	-32	1	2.2	-4	-10
CCc1ccc(NC(=O)N[C@H](C(=O)O)C(C)CC)cc1 (stereo not given in full)	-1	5	1	0	91	-5	-1	0.4	1	3
Cc1cc2oc(=O)cc(CN3CCOCC3)c2cc1O	0	12	0	-6	98	-17	-1	-1.0	3	-2
Cc1ccc(C(=O)/C=C/C(=O)c2ccc(C)cc2)cc1	-4	4	9	10	100	8	23*	-4.6	-4	-19

Molecules from the list above containing fluorine (ten):
Compound	TLR9-MyD88 inh	MC4R antagonist	Glyco luc inh	NOD2 RIPK2 PPI	ABCB6 inh MLPCN	SRC2 inh	ABHD5-PLIN5 inh	MC4R ag barr	HTR2A ag	Cardio protect
Cc1ccc(C(=O)N2CCN(c3ccccc3F)CC2)cc1NC1=NC2CS(=O)(=O)CC2S1 (stereo not given)	-6	11	2	4	104	-23	7	-1.8	-11	3
O=C(NC1CCCCC1)C(c1ccco1)N(CCc1ccccc1)C(=O)C(F)(F)F (stereo not given)	-20	4	-2	6	97	-30	4	2.1	2	-4
C=CCNC(=O)NC(=O)COC(=O)CNS(=O)(=O)c1ccc(F)c(F)c1F	14	2	-1	0	104	-12	-2	-1.8	6	18
Cc1cc(OCC(=O)N2CCN(c3ccc(F)cc3)CC2)c2c(C)cc(=O)oc2c1	6	2	-8	-3	92	11	7	-1.1	3	-1
C#CCSc1nnc(-c2cc3c(C(F)(F)F)nn(C)c3s2)n1C	-2	6	3	11	98	-5	4	-1.1	4	1
CC1CCCCN1CC(=O)Nc1ccc2c(c1)OC(F)(F)O2 (stereo not given)	1	-5	-1	-8	103	7	7	5.2	-1	3
Cn1cccc1Cc1nnc(SCC(=O)Nc2ccc3c(c2)OCCO3)n1-c1ccc(F)cc1	-2	7	0	-1	100	5	11	-0.2	5	9
CCN(CC(=O)Nc1ccc(Br)cc1F)CC(=O)NC1CCS(=O)(=O)C1 (stereo not given)	-9	2	1	-11	95	-7	-3	-1.3	-2	-7
O=C1c2ccccc2C(Nc2ccc(F)c(Cl)c2)N1c1ccccn1 (stereo not given)	-6	7	-2	-9	100	-7	-4	7.7	3	-1
Cc1nc(N(C)C2CCCCC2)c2nnn(Cc3ccc(F)cc3)c2n1	1	13	-2	1	98	-32	1	2.2	-4	-10
